GPR151 activ: activators of human GPR151; PathHunter beta-arrestin GPR151 cells, luminescence; activation, % at 11.2 µM; hit rate 1% among 650,000; AID 1508602; in the data active means activation above about 4.9%;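 further: 0% = median of compound wells and 100% = cells with positive control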
MITF primary: human MITF inhibition, primary screen; AlphaScreen MITF homodimerization, bead proximity signal; O75030; inhibition, % at 2.6 µM; hit rate 0.91% among 650,000; in the data active means inhibition above about 50%;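 further: 0% = vehicle wells with protein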
Target sequence (O75030 whole entry, looked up): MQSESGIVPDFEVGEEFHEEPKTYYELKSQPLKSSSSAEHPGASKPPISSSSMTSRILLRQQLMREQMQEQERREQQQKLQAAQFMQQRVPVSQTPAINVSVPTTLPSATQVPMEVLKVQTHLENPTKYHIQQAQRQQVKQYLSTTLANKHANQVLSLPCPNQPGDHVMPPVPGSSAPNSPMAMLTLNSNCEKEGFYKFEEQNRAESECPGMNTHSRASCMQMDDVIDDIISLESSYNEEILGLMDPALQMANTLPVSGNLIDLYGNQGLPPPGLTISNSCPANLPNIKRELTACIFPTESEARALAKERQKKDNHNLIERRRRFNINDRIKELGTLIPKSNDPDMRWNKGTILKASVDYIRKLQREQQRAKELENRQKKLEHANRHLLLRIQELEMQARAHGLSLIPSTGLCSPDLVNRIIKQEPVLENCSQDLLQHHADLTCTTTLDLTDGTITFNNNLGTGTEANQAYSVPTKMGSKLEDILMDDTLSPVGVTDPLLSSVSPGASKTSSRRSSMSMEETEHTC
FBW7 activator: activators of human E3 ligase FBW7; Q969H0; AlphaScreen FBW7–phospho-cyclin E peptide binding, activator screen; normalized activity (activation), % at 26.1 µM; hit rate 0.13% among 650,000; AID 1259310; in the data active means normalized activity above about 1.9%;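 further: purified mutant Fbw7 with reduced substrate affinity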
TEAD-YAP block: TEAD-YAP interaction inhibition | HEK-TIYL cells, TEAD-Gal4/YAP UAS-luciferase luminescence | inhibition, % at 9.12 µM | hit rate 1.4% among 640,000 | AID 1259422; in the data active means inhibition above about 32%;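 further: 0% = median of test compound wells and 100% = reference inhibitor wells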
Active calls of the source: *; / = no result given.

compound	FBW7 activator	GPR151 activ	MITF primary	TEAD-YAP block
COc1ccccc1-c1nnc(NC(=O)c2ccccc2Cl)s1	0.0	0.1	-5	8
COc1cccc(/C(O)=C2\C(=O)C(=O)NC2c2cccs2)c1 (stereo not given)	-0.2	-0.2	9	-37
CCOc1ccc2nc(SCC(=O)Nc3ccc4c(c3)oc3ccccc34)sc2c1	-0.1	-0.3	-4	-7
Cn1c(=O)c2c([nH]c(=S)n2Cc2ccc(Cl)cc2Cl)n(C)c1=O	0.0	0.0	9	9
COc1ccc(NC(=O)c2sc3ccccc3c2Cl)c([N+](=O)[O-])c1	0.0	-0.1	5	15
CCOc1ccc(N(CC(=O)Nc2cccnc2)S(=O)(=O)c2ccc(F)cc2)cc1	0.2	0.4	-14	-4
Cc1cc(C)n(-c2cc(N3CCN(C(=O)Cc4cccs4)CC3)nc(C)n2)n1	-0.1	0.3	-7	11
c1ccc(CCNc2nccn3c(-c4cccc5ccccc45)cnc23)nc1	0.2	2.7	3	-1
O=C(Nc1ccc(I)cc1)C(c1ccccc1)c1ccccc1	0.2	-0.8	9	8
O=C(NCc1ccccc1F)c1cc(Cc2ccccc2)no1	0.3	0.0	3	-16
O=C(Nc1ccc(F)c(Cl)c1)C(=O)N1CCCCC1	0.0	-3.3	0	-73
O=C(O)c1cccc(Cn2cc(Cl)cn2)c1	-0.3	-0.5	-4	-3
Cc1cc2nc(C(F)(F)F)[nH]c(=O)n2n1	-0.1	2.0	-3	-3
Cc1csc2nc(CSc3nc4ccc([N+](=O)[O-])cc4[nH]3)c(Br)n12	0.3	-0.2	13	12
CC(=O)N1CCN(C(=O)CSc2nnc(Cc3cccs3)n2C2CCCCC2)CC1	0.6	-0.7	8	11
O=C(CSc1ncnc2ccccc12)Nc1ccc(F)cc1	-0.1	0.5	12	1
COC(=O)c1cc(OC)c(OC)cc1NC(=S)N1CCN(c2ccccc2)CC1	-0.2	0.0	-1	6
O=C(COc1ccccc1)NNC(=O)c1cc2ccccc2o1	-0.1	-0.6	6	-4
CN(C(=O)CC1C(=O)NCCN1Cc1ccc(F)cc1)C1CCOCC1 (stereo not given)	-0.1	0.3	-4	12
C=CCOc1ccc(/C=N/n2c(=S)[nH]nc(C)c2=O)cc1OC	-0.1	2.4	10	-7
COCCCNC(=O)c1c[nH]c2ccc(S(=O)(=O)N(C)c3ccc(Br)cc3)cc2c1=O	-0.3	-0.3	1	3
N#Cc1ccsc1NC(=O)COC(=O)c1ccc(O)cc1	0.0	-9.0	-7	-42
CCC(CC)NC(=O)c1ccc(OC)c(OC)c1	-0.1	-0.1	-5	-4
Cn1cnnc1SCC(=O)NNC(=O)COc1ccc(Br)cc1	-0.3	-0.9	-12	-11
Cc1cccc2cc(CN(C(=O)N3CCOCC3)C3CCCCC3)c3nnnn3c12	0.0	-0.7	4	0
Cc1cc(NC(=O)CCCn2c3ccccc3c(=O)c3ccccc32)no1	0.0	0.3	4	12
O=C(C1=CCCCC1)N1CCC(N2CCC(C(=O)N3CCOCC3)CC2)CC1	0.1	-0.1	9	1
Cc1ncc(C[n+]2csc(C)c2C)c(N)n1	0.5	2.1	-3	3
O=C1c2ccccc2S(=O)(=O)N1CC(O)COc1ccccc1 (stereo not given)	-0.1	0.5	7	-7
COc1cc2c(cc1NC(=O)C/C(C)=N/NC(=O)c1ccc(O)cc1O)oc1ccccc12	-0.1	0.2	26	25
Cc1cccc(-c2noc(-c3cccs3)n2)c1	0.0	-1.3	9	-18
COc1cccc(C2NC(=O)c3c(sc4c3CCCC4)N2)c1 (stereo not given)	0.1	-1.1	26	-37

16 compounds already listed, arranged by number of heavy atoms, descending.
compound	FBW7 activator	GPR151 activ	MITF primary	TEAD-YAP block
COc1cc2c(cc1NC(=O)C/C(C)=N/NC(=O)c1ccc(O)cc1O)oc1ccccc12	-0.1	0.2	26	25
COCCCNC(=O)c1c[nH]c2ccc(S(=O)(=O)N(C)c3ccc(Br)cc3)cc2c1=O	-0.3	-0.3	1	3
Cc1cccc2cc(CN(C(=O)N3CCOCC3)C3CCCCC3)c3nnnn3c12	0.0	-0.7	4	0
COC(=O)c1cc(OC)c(OC)cc1NC(=S)N1CCN(c2ccccc2)CC1	-0.2	0.0	-1	6
O=C(C1=CCCCC1)N1CCC(N2CCC(C(=O)N3CCOCC3)CC2)CC1	0.1	-0.1	9	1
Cc1cc(NC(=O)CCCn2c3ccccc3c(=O)c3ccccc32)no1	0.0	0.3	4	12
CN(C(=O)CC1C(=O)NCCN1Cc1ccc(F)cc1)C1CCOCC1 (stereo not given)	-0.1	0.3	-4	12
Cc1csc2nc(CSc3nc4ccc([N+](=O)[O-])cc4[nH]3)c(Br)n12	0.3	-0.2	13	12
O=C1c2ccccc2S(=O)(=O)N1CC(O)COc1ccccc1 (stereo not given)	-0.1	0.5	7	-7
O=C(CSc1ncnc2ccccc12)Nc1ccc(F)cc1	-0.1	0.5	12	1
N#Cc1ccsc1NC(=O)COC(=O)c1ccc(O)cc1	0.0	-9.0	-7	-42
O=C(Nc1ccc(F)c(Cl)c1)C(=O)N1CCCCC1	0.0	-3.3	0	-73
CCC(CC)NC(=O)c1ccc(OC)c(OC)c1	-0.1	-0.1	-5	-4
Cc1cccc(-c2noc(-c3cccs3)n2)c1	0.0	-1.3	9	-18
O=C(O)c1cccc(Cn2cc(Cl)cn2)c1	-0.3	-0.5	-4	-3
Cc1cc2nc(C(F)(F)F)[nH]c(=O)n2n1	-0.1	2.0	-3	-3

Continuation:
compound	FBW7 activator	GPR151 activ	MITF primary	TEAD-YAP block
Cc1nnsc1C(=O)Nc1ccc(-n2nc(C(F)(F)F)cc2C(F)(F)F)cc1	/	2.2	0	/
Cc1ccccc1-n1cc(-c2ccccc2)nc1SCC(=O)Nc1ccc(F)cc1	0.0	3.0	14	-16
C=CCn1c(SCC(C)O)nc2c1c(=O)[nH]c(=O)n2C (stereo not given)	0.2	0.4	7	0
O=C(Cn1cc2c(n1)CCCCC2)Nc1ccc(F)cc1	0.7	-0.4	-2	-1
Cn1c(-c2ccc(F)cc2)cnc1NCc1cc(Cl)ccc1O	-0.1	0.6	29	-11
CCN1CCN(c2ncn(-c3ccc(Nc4nccc(-c5cc(C#N)cc(N6CCOCC6)c5)n4)cc3)n2)CC1	-0.1	0.0	4	3
COc1ccc(CNCc2ccc(OC)cc2OC)cc1	0.5	-0.6	6	-3
Cc1ccc(NC(=O)Cn2cc(C=O)c3ccccc32)c(Cl)c1	0.1	-0.3	2	23
CC(C)=N/N=C(/c1cccc([N+](=O)[O-])c1)C12CN3CN(CN(C3)C1)C2	0.7	0.5	2	0
CC(=O)N1CC(C)Sc2cc(S(=O)(=O)NC3CCCCCC3)ccc21 (stereo not given)	0.3	0.3	6	19
Cc1[nH]c2ccccc2c1C(=O)C(=O)NC1CCCCCC1	0.0	0.1	-1	-13
C=CCNC(=O)NC(=O)COC(=O)CNC(=O)CNC(=O)c1ccc(Cl)cc1Cl	0.0	-0.3	-3	2
CCOC(=O)N1CCN(C(=O)CCSc2ccccc2)CC1	0.1	0.0	3	-58
CCOCCCNC(=O)Nc1ccc(C)cc1	0.5	-0.6	-11	-27
Cc1nn(C(=O)N2CCCCC2)c(C)c1CN1C(=O)c2ccccc2C1=O	0.0	1.5	-10	5
O=C(Nc1nc(-c2cc([N+](=O)[O-])cs2)cs1)c1cc2ccccc2oc1=O	0.0	-1.4	13	8
CCOC(=O)C1=C(C)N(c2ccc(C)c(C)c2)C(=O)/C1=C\c1cccc(OC)c1	0.1	-1.2	0	6
COc1cc(Nc2nc(Nc3ccncc3)nc3nc[nH]c23)cc(OC)c1OC	0.2	-0.2	14	-6
O=C(O)C1CCCN1C(=O)CN1C(=O)C2C3C=CC(C3)C2C1=O (stereo not given)	0.7	-0.8	14	0
Cc1ccc(-c2c(C(=O)NCCCN3CCC(C)CC3)oc(=O)c3ccccc23)cc1	0.0	0.1	1	0
COC(=O)[C@@H]1CCCN1C(=O)CC1(c2ccccc2)CC(=O)N(CCn2ccnc2)C1=O (stereo not given in full)	0.0	0.7	3	10
CC(C)C(=O)Nc1c(O)c2ccccc2[nH]c1=O	0.2	3.9	10	5
Clc1ccccc1N=c1oc2ccc(Br)cc2cc1-c1nc2ccccc2[nH]1	-0.1	1.6	3	-11
Cc1sc(NC(=O)CN2CCOCC2)c(C#N)c1C	-0.3	1.3	4	10
COc1ccc(-c2coc3c(OC)c(OC)cc(O)c3c2=O)cc1	0.1	2.6	14	-16
CCCCCCCCNS(=O)(=O)c1ccc(NC(C)=O)cc1	0.1	-0.3	3	7
CC(C(=O)N1CCc2ccccc21)n1cccc1 (stereo not given)	0.6	-1.4	13	-4
CCc1ccc(-c2nc(C(N)=O)c3[nH]c(=O)n(C(C)C)c3n2)cc1	-0.2	-1.0	-13	-8
O=C(/C=C/c1cccc(I)c1)Nc1ccncc1	-0.3	2.0	-8	-13
Cc1sc(NC(=O)CSc2nnc3c4c(C)c(C)sc4ncn23)c(C#N)c1C	-0.1	1.1	-1	2
Nc1nc(SCC(=O)N2CCCC2)[nH]c(=O)c1NC(=O)c1ccco1	0.7	0.7	15	4
Cc1ccc(N2CC(N)=C(n3cc[n+](C)c3)C2=O)cc1	-0.2	2.6	-3	-3
Cc1ccc(S(=O)(=O)NCCC(=O)OCC(=O)c2cc3ccccc3o2)cc1	0.0	0.9	-9	2
COc1ccc(OC)c(-n2c(=S)[nH]c3cc(C(=O)N4CCc5ccccc5C4)ccc3c2=O)c1	0.0	-0.2	2	9
O=C(CCc1nnc(C2(c3ccc(Cl)cc3)CCC2)o1)N1CCC[C@H]1CO	0.2	1.1	15	-10
CC(C)n1cnc2c(Nc3ccc(N4CCOCC4)cc3)nc(N3CCCC3CO)nc21 (stereo not given)	-0.2	0.1	10	28
CCCSc1nc2c(c(=O)[nH]1)C(c1cccc(OC)c1)C1=C(CCCC1=O)N2 (stereo not given)	0.1	-0.1	15	5
Cc1ccc(CNC(=O)c2cnn(-c3nccc(-c4ccc5c(c4)OCO5)n3)c2C2CC2)o1	-0.1	-0.6	8	12
CCCc1cc(=O)[nH]c2nnc(SCC(=O)Nc3ccccc3OCC)n12	-0.2	-2.1	0	-5
COc1ccccc1C1CN(Cc2cccnc2)Cc2ccccc2O1 (stereo not given)	-0.1	-0.2	3	5
S=C(NCCc1ccccc1)Nn1cnnc1	0.1	0.7	2	-4
Cc1cnc(CNC(=O)CC2C(=O)NCCN2Cc2cccc(Oc3ccccc3)c2)[nH]1 (stereo not given)	0.0	-0.2	-3	3
CCOc1cccc(C2C(C(=O)OC)=CN(Cc3ccc(Cl)cc3)C=C2C(=O)OC)c1	0.2	1.6	-7	6
O=C(CSc1nc2ccccc2c(=O)n1CCCN1CCN(c2cccc(Cl)c2)CC1)Nc1nccs1	-0.1	-1.2	2	9
CCc1ccc(N/C(SCc2ccccc2C)=C(/C#N)C(=O)NCc2ccc3c(c2)OCO3)cc1	0.5	-1.1	15	-8
COc1cc(/C=C2/NC(=O)NC2=O)cc(OC)c1O	0.2	-1.1	12	6
Cc1nnc(SCC(=O)Nc2sc3c(c2C#N)CCC3)s1	-0.1	-0.1	0	0
O=C(O)CN1C(=O)/C(=C/c2cccc(Cl)c2)Oc2ccccc21	0.1	0.5	5	7
O=C(NCc1cccc(C(F)(F)F)c1)c1csc(Oc2ccccc2)n1	0.0	1.0	-1	-4
